Growth percent in the NCI-60 one-dose screen (48 h, 10 µM unless noted): 100 = growth as untreated, 0 = no growth, -100 = all killed.
MDA-MB-435: MDA-MB-435 melanoma. actives 7.8% (n = 82,000)
UACC-62: UACC-62 melanoma; actives 5.4% (n = 81,000)
LOX IMVI: LOX IMVI melanoma; actives 7.4% (n = 79,000); AID 1794757
SK-MEL-5: SK-MEL-5 melanoma. actives 6.4% (n = 80,000)
SK-MEL-2: SK-MEL-2 melanoma | actives 4.7% (n = 77,000) | AID 1794763
SK-MEL-28: SK-MEL-28 melanoma; AID 1794761; actives 4.1% (n = 81,000)
MALME-3M: MALME-3M melanoma; actives 5.8% (n = 78,000); AID 1794766
UACC-257: UACC-257 melanoma | AID 1794764 | actives 4.4% (n = 78,000)
* marks the source's active call; other numbers are inactive results; . = no result given. The calls were made as follows: active = growth percent below 10; inactive = the rest.

SMILES	MDA-MB-435	UACC-62	LOX IMVI	SK-MEL-5	SK-MEL-2	SK-MEL-28	MALME-3M	UACC-257
CC(=O)N1N=C(c2ccc(C(F)(F)F)c(F)c2)CC1c1[nH]c(C)c(C(=O)NCC(F)(F)F)c1C (configuration not stated)	76.7	87.7	71.5	81.7	106.4	69.8	43.5	91.6
ON1CCCC1	106.6	104.6	94.8	109.0	105.8	106.2	106.2	102.5
CCCCCn1cnc2c(=S)nc(N)[nH]c21	105.5	105.0	107.7	129.6	100.3	119.2	136.9	69.3
O=C(Nc1ncc(Cc2cc(C(F)(F)F)ccc2Cl)s1)c1ccc2nnsc2c1	66.9	43.5	56.0	34.7	78.7	80.3	48.5	76.8
N#CCc1ccc(N=Nc2c(N)nc(N)[nH]c2=O)cc1	102.8	107.4	91.2	99.1	95.1	110.6	76.3	105.5
COc1ccc2nc(NC(=O)c3cc(-c4ccc(F)cc4)n4nc(-c5ccccc5)cc4n3)sc2c1	96.2	67.9	67.9	55.5	.	73.1	.	80.0
COc1cccc(C(=O)c2ccccc2NC(C)=O)c1	66.7	105.8	95.4	96.2	94.5	104.4	100.8	94.5
CCCCSc1ccc(Nc2ncnc(N)n2)cc1	113.6	95.3	94.0	93.0	116.1	120.0	.	123.1
CCCCOc1ccccc1N	98.3	105.5	102.1	111.3	119.7	117.0	96.7	101.1
Cc1ccc(NC(=S)NC(=O)c2ccccc2)nc1	106.2	85.2	100.2	97.7	113.8	109.2	97.7	101.8
CCCCN(CCCC)CC(O)c1ccc(-c2ccccc2)cc1 (configuration not stated)	84.7	91.8	48.6	54.0	.	97.8	79.6	83.2
CC(=O)Nc1ccccc1F	95.0	94.6	95.3	103.1	.	100.7	.	97.9
OCCNCCNc1ccnc2cc(Cl)ccc12	98.3	100.8	86.1	108.2	115.6	68.5	124.3	76.5
COC(=O)C(=[N+]=[N-])C(=O)c1ccc([N+](=O)[O-])o1	103.0	74.0	78.9	93.6	95.5	109.4	25.4	61.5
CC(=O)c1ccc(CCCc2ccc(C(C)=O)cc2)cc1	109.7	78.2	100.6	92.0	98.9	109.7	204.2	95.2
CCN(CC)CCCN(C(=O)C(c1ccccc1)c1ccccc1)c1ccc(OC)cc1	99.5	98.4	94.3	92.7	91.4	92.9	98.2	99.7
CCCC(C(=O)OCCN1CCCC12CCCCC2)C1CCCC1 (configuration not stated)	97.6	94.0	92.9	104.0	101.0	95.8	73.2	77.6
COc1c(Cl)cc(Cl)c(Cl)c1Cc1c(O)c(Cl)cc(Cl)c1Cl	104.9	102.4	100.5	95.7	96.0	114.0	98.2	107.6
Nc1cccc2nnccc12	92.3	97.7	100.1	102.2	103.3	108.9	89.9	86.6
CC(CN1CCCCC1)NC(=O)c1scnc1-c1ccccc1 (configuration not stated)	101.1	107.3	95.2	101.3	.	106.9	105.9	.

Whole records as entered above. Order of screens: MDA-MB-435	UACC-62	LOX IMVI	SK-MEL-5	SK-MEL-2	SK-MEL-28	MALME-3M	UACC-257
Shown for OCCNCCNc1ccnc2cc(Cl)ccc12 → 98.3	100.8	86.1	108.2	115.6	68.5	124.3	76.5
Shown for Cc1ccc(NC(=S)NC(=O)c2ccccc2)nc1 → 106.2	85.2	100.2	97.7	113.8	109.2	97.7	101.8

Structural class: those above with a Cl atom
SMILES	MDA-MB-435	UACC-62	LOX IMVI	SK-MEL-5	SK-MEL-2	SK-MEL-28	MALME-3M	UACC-257
O=C(Nc1ncc(Cc2cc(C(F)(F)F)ccc2Cl)s1)c1ccc2nnsc2c1	66.9	43.5	56.0	34.7	78.7	80.3	48.5	76.8
OCCNCCNc1ccnc2cc(Cl)ccc12	98.3	100.8	86.1	108.2	115.6	68.5	124.3	76.5
COc1c(Cl)cc(Cl)c(Cl)c1Cc1c(O)c(Cl)cc(Cl)c1Cl	104.9	102.4	100.5	95.7	96.0	114.0	98.2	107.6

Next part.
SMILES	MDA-MB-435	UACC-62	LOX IMVI	SK-MEL-5	SK-MEL-2	SK-MEL-28	MALME-3M	UACC-257
CCOC(=O)c1cnccc1NC1CCCCC1	111.9	108.3	97.7	101.6	95.9	118.7	98.2	78.7
N=c1c2cc(-c3ccccc3)oc2ncn1/N=C/c1ccc(Cl)cc1	72.6	90.6	63.3	91.2	101.0	82.9	38.5	95.1
CN(C)CCC(=O)c1ccc([N+](=O)[O-])cc1	104.0	98.6	110.6	99.0	109.5	104.2	103.6	108.5
CCCCCCCCNC(=O)C(C)C	102.0	96.0	98.0	102.5	.	100.9	106.3	108.5
CC(=O)c1ccc(N2C(=O)c3ccc(C)cc3C2=O)cc1	107.2	103.1	102.9	101.7	106.0	108.7	101.6	106.2
O=C(Nc1cccc(-c2cn(-c3ccc4oc(=O)ccc4c3)nn2)c1)Nc1cc(C(F)(F)F)cc(C(F)(F)F)c1	49.0	11.3	17.2	2.7*	29.6	22.5	29.8	50.2
COc1cc(C(=O)/C=C/c2c(C)n([O-])c3ccc(C)cc3[n+]2=O)cc(OC)c1OC	60.1	54.0	33.0	89.0	84.3	72.1	83.8	47.7
COc1ccc(CSc2nc3cc(OC)c(OC)cc3c(=O)n2Cc2ccccc2)cc1	100.9	97.7	95.8	102.6	131.1	98.4	109.3	102.4
CSc1nc2nc3c(c(-c4ccc5c(c4)OCO5)c2c(=O)[nH]1)CN(C)C/C3=C\c1ccc2c(c1)OCO2	107.7	98.6	87.7	94.8	111.7	117.5	113.0	100.0
CCCC1=CCCC1	106.3	93.4	100.9	98.7	94.2	97.3	99.6	80.7
O=C1C(=O)N(CCCCn2cc(CO)nn2)c2ccccc21	98.9	99.3	92.1	101.0	98.8	109.3	97.7	105.1
O=c1ccnc[nH]1	104.8	94.3	99.2	100.2	103.8	105.8	99.3	104.7
COc1ccc(OC)c(C2C(C#N)=C(N)Oc3cc(O)ccc32)c1 (configuration not stated)	83.4	91.9	100.2	.	96.5	102.6	85.9	99.9
COc1ccc(-c2nc3c(c(C)nc4c3nnn4-c3ccccc3)c(=O)o2)cc1	106.8	99.5	98.0	103.6	109.0	107.0	103.7	111.5
O=C1Nc2c(c(=O)n(-c3ccccc3)c3ccccc23)C(c2ccccc2)N1 (configuration not stated)	133.1	98.3	99.8	106.9	.	119.6	111.0	104.7
COc1ccc(NC(=O)NCCO)cc1	95.1	104.4	102.6	100.9	112.3	104.3	.	100.8
CCOC(=O)CCCCN1C(=O)S/C(=C\c2ccccc2)C1=O	104.8	92.6	93.0	101.0	.	103.6	103.5	97.1
CNCc1cccc2c1OCCCCCC[C@@](C)(O)CC1(CC1)S(=O)(=O)c1ccc(cc1)-c1cnc(N)c(n1)C(=O)N2	-95.2*	-90.8*	-100.0*	-100.0*	-98.7*	-93.6*	-75.2*	-75.0*
Cc1[nH]cnc1/C=C1\SC(N2CCOCC2)=NC1=O	98.8	98.2	99.3	112.5	.	105.2	.	107.5
Cc1ccc(/C=C/C(=N/N=C(N)N)c2ccccc2)cc1	-16.9*	33.9	30.8	11.3	49.3	46.2	40.0	54.5
OCC1COc2ccccc2O1 (configuration not stated)	111.2	105.7	109.1	103.1	113.9	116.2	112.2	.
CCOc1ccccc1N1CCC(=O)NC1=S	104.7	92.4	101.2	100.4	113.3	107.5	101.8	105.3
O=C(NNC(=O)c1ccc(NC(=O)c2ccccn2)cc1)Nc1ccc2ccccc2c1	109.9	108.4	115.3	102.4	113.6	110.1	123.2	120.3
CCn1c(Cc2ccccc2)nc2c1c(=O)n(C)c(=O)n2C	105.8	85.6	92.8	94.8	112.2	96.0	94.2	102.0
N#CCCCCN1CCCC1	121.5	95.8	102.0	105.8	.	116.1	124.2	94.9
CCOC(=O)CC(CC(=O)OCC)(OC(C)=O)C(=O)OCC	102.1	113.8	100.3	96.6	140.6	101.4	.	99.3
Cc1nn(-c2ccccc2)c2nc3nc4c(c(N)c3c(-c3ccc(Cl)cc3)c12)CCC4	95.1	102.3	62.5	99.4	96.8	96.9	109.3	91.4
CCCCn1cnc2c(SCc3ccccc3)nc(N)nc21	108.7	91.9	96.6	100.4	97.7	114.4	118.7	107.4
NC(=S)N/N=C/c1cn(-c2ccc(C(=O)O)cc2)nc1-c1ccc(C(=O)O)cc1	103.4	96.4	98.3	101.0	102.8	101.6	100.1	98.5
COc1ccc(C(=O)C(CN(C)C)c2ccc(OC)cc2)cc1 (configuration not stated)	43.8	32.1	31.3	95.5	75.1	79.0	84.9	45.3
O=C1CSC(c2ccccc2O)N1c1nnc(Cn2ccnc2)o1 (configuration not stated)	13.4	77.4	56.0	55.1	90.3	74.8	100.8	78.7
CN(C)S(=O)(=O)c1ccc(Cl)cc1	88.9	.	99.1	101.6	94.4	114.3	109.8	85.0
CNC(=O)c1cc(Oc2cccc3nc(NC(=O)c4ccc(Cl)cc4Cl)ccc23)ccn1	83.3	78.8	87.5	90.8	70.6	99.5	78.5	76.9
C#CCO[C@H]1CC[C@H](OCC#C)[C@@H]2[C@H]1[C@H]1C[C@@H]3[C@@]4(C)CCC[C@@](C)(C(=O)OC)[C@@H]4CC[C@@]23C=C1C(C)C	106.2	74.6	-64.5*	87.6	85.0	101.5	-41.7*	56.0
O=C(c1cccc(O)c1)C1C(c2ccc(Br)cc2)C2CCCN2C12C(=O)c1ccccc1C2=O (configuration not stated)	68.8	71.0	89.0	96.1	95.1	104.4	87.8	100.9
COc1ccc(-c2nn(C(=O)NCCN3CCOCC3)cc2-c2ccncc2)cc1Cl	63.2	78.3	103.7	94.8	103.0	98.1	.	112.2
C=C1CCC2C(C)(COC(=O)CC)C(OC(=O)CC)CCC2(C)C1C/C=C1/C(=O)OCC1OC(=O)CC (configuration not stated)	2.2*	0.7*	-99.1*	16.8	19.1	-36.1*	3.0*	0.9*
COc1ccc(/C=C/c2nc3ccccc3c(=O)n2CC(=O)Nc2ccc(OC)cc2)cc1	96.4	74.7	64.8	92.3	96.0	103.1	73.7	103.4
COc1cc(CNS(=O)(=O)c2ccc(C)cc2)ccc1OCc1cn(-c2ccccc2Cl)nn1	100.7	98.7	96.5	95.0	96.3	96.0	90.2	89.1
Cn1c(=O)[nH]c(=O)c2nc(/C=C(\O)c3ccc(F)cc3)c(=O)[nH]c21	101.2	105.0	98.1	101.2	105.4	106.3	97.3	109.9
COc1ccc(-c2ncc(-c3ccccc3)[nH]2)cc1	84.6	80.7	63.6	96.8	.	102.6	117.6	102.7
CC(CC(=O)c1ccccc1)N1CCCC1 (configuration not stated)	106.8	103.7	86.6	102.1	100.4	110.8	101.0	102.2
CC(C)CC(N)(C(=O)O)C1CCCC1 (configuration not stated)	101.8	101.8	96.7	101.3	134.1	98.1	89.7	94.0
Cc1oc2nc[nH]c(=O)c2c1C(=O)/C=C/c1ccc(N(C)C)cc1	100.4	89.0	98.3	96.4	95.1	95.8	95.3	95.0
COc1ccc(/C=C2\C(=O)N=C3N2NC(=O)N3c2ccccc2)cc1	103.8	91.6	98.3	95.2	99.7	102.8	92.9	98.4
O=C1/C(=C/c2ccc([N+](=O)[O-])cc2)Oc2cc(O)ccc21	97.7	102.4	94.7	96.7	103.2	105.3	103.2	102.2
O=C(Nc1ccc(F)cc1)Nc1ccc(CCO)cc1	97.4	107.1	111.1	103.9	111.6	105.6	94.3	102.1
CC(C)CNCCCNc1ccnc2cc(Cl)ccc12	105.9	108.0	84.4	97.8	105.4	97.4	88.0	100.9
COc1ccc(C=C(C(=O)O)C(=O)O)cc1	95.6	102.4	99.7	99.5	100.8	111.7	99.6	91.4
CC(CO)(CO)COS(=O)(=O)c1ccccc1	95.9	101.5	106.2	101.5	103.4	99.5	93.9	83.9
Cn1cc(-c2nc(-c3c[nH]c4ncccc34)cs2)c2cc(Br)ccc21	79.8	80.5	.	91.8	77.6	101.6	.	119.6
CCOC(=O)C1C(=O)C=C(c2ccc(F)cc2)CC1c1sc(N(C)Cc2ccccc2)nc1Cl (configuration not stated)	89.5	57.8	83.8	81.1	76.9	95.7	101.4	103.2
O=S(=O)(NCCNc1nccc(-c2c(-c3cccc(O)c3)nc3occn23)n1)c1ccc(Cl)cc1	45.4	19.2	72.3	52.2	83.4	48.2	-5.0*	46.9
COc1cc(OC)c(/C=C/C(=O)/C=C(/C=C/c2c(OC)cc(OC)cc2OC)OB(F)F)c(OC)c1	105.6	99.3	98.8	106.3	97.3	110.9	101.4	81.3
CC(C)(C)c1nn(-c2ccccc2)c2c1COCN2Cc1cccnc1	118.6	84.8	92.6	94.9	93.8	116.8	108.2	124.4
COc1ccc(C(=O)C2C(C#N)C(C#N)C3c4ccccc4C=CN23)cc1 (configuration not stated)	96.1	63.0	87.8	84.2	88.5	98.9	92.1	85.7
CC(=O)OCC1OC(OC2C(OC(C)=O)C(OC(C)=O)COC2(COC(C)=O)OC(C)=O)C(OC(C)=O)C(OC(C)=O)C1OC(C)=O (configuration not stated)	88.4	.	91.9	103.8	93.9	104.1	109.0	95.3
COc1ccc(-c2c(NC(=O)Nc3ccc(Cl)cc3)cnn2-c2ccc(S(N)(=O)=O)cc2)cc1	99.1	79.7	99.8	88.9	95.9	97.9	95.0	90.1

Reprinted at random: four compounds from above.
SMILES	MDA-MB-435	UACC-62	LOX IMVI	SK-MEL-5	SK-MEL-2	SK-MEL-28	MALME-3M	UACC-257
O=C(c1cccc(O)c1)C1C(c2ccc(Br)cc2)C2CCCN2C12C(=O)c1ccccc1C2=O (configuration not stated)	68.8	71.0	89.0	96.1	95.1	104.4	87.8	100.9
CCCCSc1ccc(Nc2ncnc(N)n2)cc1	113.6	95.3	94.0	93.0	116.1	120.0	.	123.1
O=C(NNC(=O)c1ccc(NC(=O)c2ccccn2)cc1)Nc1ccc2ccccc2c1	109.9	108.4	115.3	102.4	113.6	110.1	123.2	120.3
CCCCn1cnc2c(SCc3ccccc3)nc(N)nc21	108.7	91.9	96.6	100.4	97.7	114.4	118.7	107.4
